# PERK inhibitor – block of dimerizer-induced PERK translation repression, primary screen, PERK inhibitor project, CHO PERK-DD cells, SEAP luminescence, HTS. Eukaryotic translation initiation factor 2-alpha kinase 3 (Homo sapiens), Q9NZJ5. CHO PERK-DD fusion, SEAP luminescence translation reporter. inhibition, % at 5.6 µM. hit rate 0.17% among 220,000. AID 1416, 2008;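 active = inhibition above the mean inhibition of all tested compounds plus 3 SD, set separately per screening campaign, cut at about 2.9% in these data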;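 note: PERK kinase domain activated by AP20187 dimerizer at 100 nM; 0% = DMSO with dimerizer and 100% = rapamycin at 8.4 µM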
# TRPML3 agonist – human TRPML3 channel agonists, primary screen, cell-based, HEK293 TRPML3-YFP, Fluo-8 calcium fluorescence, 3 µM; hit rate 0.29% among 220,000; 100% = the carbachol control signal; Mucolipin-3 (Homo sapiens), Q8TDD5; activation, % at 3 µM;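 active = activation above its plate's cutoff, the mean activation of the plate's test wells plus 3 SD, cut at about 12% in these data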;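 note: 0% = DMSO only wells and 100% = carbachol wells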
# Target sequence (Q8TDD5 whole entry, looked up): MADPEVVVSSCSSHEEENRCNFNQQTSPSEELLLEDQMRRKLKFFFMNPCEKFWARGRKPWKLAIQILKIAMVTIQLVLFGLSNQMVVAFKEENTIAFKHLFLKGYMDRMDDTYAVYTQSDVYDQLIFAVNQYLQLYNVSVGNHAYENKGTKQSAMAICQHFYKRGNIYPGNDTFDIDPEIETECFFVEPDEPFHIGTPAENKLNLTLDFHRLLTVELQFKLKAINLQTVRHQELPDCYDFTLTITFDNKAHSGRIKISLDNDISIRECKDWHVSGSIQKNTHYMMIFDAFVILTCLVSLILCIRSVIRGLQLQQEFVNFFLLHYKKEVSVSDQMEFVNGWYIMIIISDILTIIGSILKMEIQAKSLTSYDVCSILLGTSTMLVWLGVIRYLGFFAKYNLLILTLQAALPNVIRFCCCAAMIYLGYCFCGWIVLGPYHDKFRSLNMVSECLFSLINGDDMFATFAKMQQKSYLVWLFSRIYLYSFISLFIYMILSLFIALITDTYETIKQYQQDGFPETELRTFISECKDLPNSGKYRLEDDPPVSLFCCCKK
#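 Test system – HEK293 line with stable expression of human TRPML3-YFP channel · Control set – carbachol 87 µM final as high control (100%), DMSO as low control (0%) · Signal – Fluo-8 calcium dye fluorescence, ex 470-495, em 515-575 nm · Incubation – 1-h 37 °C dye load, 5-s basal, 120-s post-compound reads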
# S1P4 antag – S1P4 receptor antagonists, primary screen, cell-based; Sphingosine 1-phosphate receptor 4 (Homo sapiens), O95977; S1P4-expressing cells, antagonist mode, reporter read-out; inhibition, % at 4.98 µM; hit rate 0.26% among 220,000; AID 1510, 2009; in the data active = inhibition above about 29%;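 note: 0% = wells stimulated with agonist and 100% = vehicle wells without agonist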
# m-calpain inh – inhibitors of pig calpain II, primary screen, biochemical, fluorogenic peptide substrate, 1536-well; purified calpain II, 30 min; inhibition, % at 16 µM; hit rate 0.37% among 220,000; AID 1236, 2008;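 active = inhibition above about 50%, limit read from the data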
# EP2 modulator – EP2 receptor modulators, cAMP readout, primary screen, cell-based, HTRF cAMP, PGE2 stimulation. Prostaglandin E2 receptor EP2 subtype (Homo sapiens), P43116. EP2-expressing cells, cAMP HTRF FRET, PGE2 co-stimulation. induction, % at 25 µM. hit rate 0.83% among 260,000;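 active = compounds whose cAMP rise, as percent of the full-agonist control response, exceeds 60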;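 note: rat C6 glioma line stably carrying human EP2 under a CMV promoter; the protocol text gives 20 µM as final concentration; 100% = response of wells given 1 µM PGE2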
# Target sequence (P43116 whole entry, looked up): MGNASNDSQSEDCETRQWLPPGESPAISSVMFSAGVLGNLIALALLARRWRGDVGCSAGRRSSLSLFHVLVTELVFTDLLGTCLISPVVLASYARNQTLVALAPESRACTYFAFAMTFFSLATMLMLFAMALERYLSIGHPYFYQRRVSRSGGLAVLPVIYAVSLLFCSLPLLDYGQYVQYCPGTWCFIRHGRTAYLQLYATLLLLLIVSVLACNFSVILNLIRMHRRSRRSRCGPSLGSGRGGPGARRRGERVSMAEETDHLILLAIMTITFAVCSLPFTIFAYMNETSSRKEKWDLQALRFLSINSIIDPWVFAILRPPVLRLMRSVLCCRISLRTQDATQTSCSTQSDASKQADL
# S1P4 ag – S1P4 receptor agonists, primary screen, cell-based. Sphingosine 1-phosphate receptor 4 (Homo sapiens), O95977. S1P4-expressing cell line, agonist reporter assay. activation, % at 4.98 µM. hit rate 0.35% among 220,000. AID 1509, 2009; in the data active = activation above about 11%;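 note: 0% = DMSO vehicle and 100% = reference agonist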
# zfTRPN1 agonist – zebrafish TRPN1 channel agonists, primary screen, cell-based, HEK293, calcium fluorescence; transient receptor potential cation channel N1 (TRPN1/NompC), Danio rerio; HEK293 zebrafish TRPN1-YFP, Fluo-8 calcium fluorescence; 100% = response to 87 µM carbachol; activation, % at 3 µM; hit rate 0.18% among 220,000; AID 1424, 2008;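 active = activation above its plate's cutoff, the mean activation of test wells on that plate plus 3 SD, cut at about 19% in these data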;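 note: 0% = DMSO alone and 100% = 87 µM carbachol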
#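 System: zebrafish TRPN1-YFP in HEK293 cells / Dosing: 3 µM single point / Timing: dye loading 1 h at 37 °C, then 30 min room temperature / Signal: Fluo-8 calcium fluorescence, excitation 470-495 nm, emission 515-575 nm / Read-out basis: percent activation from peak over basal fluorescence ratio, control-normalized / Control set: high carbachol 87 µM, low DMSO alone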
# Ba/F3 V617F tox – reduced viability of JAK2V617F-dependent Ba/F3 cells, primary screen, JAK2V617F inhibitor project, cell-based, Ba/F3 EpoR-JAK2V617F, luminescence; ATP luminescence; inhibition, % at 5.6 µM; hit rate 1.1% among 220,000;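 active = inhibition above the campaign mean plus 3 SD over all tested compounds, cut at about 24% in these data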;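 note: cytokine-independent growth of Ba/F3 cells driven by EpoR plus mutant JAK2; 0% = DMSO-treated cells and 100% = JAK inhibitor I control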
# BaF3 tox – parental Ba/F3 cell viability inhibition, counter-screen for JAK2V617F inhibitor project, murine pro-B, CellTiter-Glo luminescence | CellTiter-Glo ATP luminescence | inhibition, % at 5.6 µM | hit rate 1.1% among 220,000;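 active = inhibition above a per-campaign cutoff, the mean inhibition of all tested compounds plus 3 SD, cut at about 27% in these data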;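 note: 0% = DMSO wells and 100% = JAK Inhibitor I control wells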
# Numbers without * were called inactive; i = inactive; . = no result given; & = joins results of further samples.
SMILES,PERK inhibitor,TRPML3 agonist,S1P4 antag,m-calpain inh,EP2 modulator,S1P4 ag,zfTRPN1 agonist,Ba/F3 V617F tox,BaF3 tox
CN1C(=O)/C(=C2\SC(=S)N(CC3CCCO3)C2=O)c2ccccc21 (centres undefined),0.8,0.4,-11,-9,18,2.5,1.8,1,5
O=C(CCN1CCOCC1)NNC(=S)NC(=O)c1ccccc1,0.8,1.0,13,8,23,0.1,-0.2,0,6
COc1ccccc1N1CCN(C(=O)CCc2ccc(S(=O)(=O)NC(C)C)cc2)CC1,-0.9,-0.1,25,-13,-3&-6,-0.1,0.0,1,5
CN1C(=O)C(CCC(N)=O)NC1=S (centres undefined),0.8,0.7,-14,-13,8,2.3,1.2,-1,-7
CCOc1ccccc1OCCN1CCC(Cc2ccccc2)CC1,-0.3,1.2,-10,1,-34,-0.9,-0.1,0,4
Cc1cccc(OCCC(=O)OCC(=O)N2CCc3ccccc32)c1,1.5,-1.3,-1,7,-19,-1.1,0.0,0,3
O=C(/C=C/c1ccccc1Cl)Nc1ccc(Cl)cn1,-0.7,0.8,-2,9,12,1.5,-0.2,3,5
Cc1cc(=O)oc2c(CN3CCC(C)CC3)c(O)c(Cl)cc12,-0.7,0.7,-24,i,16,1.9,1.1,1,4
Cc1nc2c(C(=O)NCCC3=CCCCC3)c[nH]n2c(=O)c1Cl,0.7,0.1,-1,23,4,0.3,-0.4,-3,2
CCOc1cccc(Oc2ccc(C(F)(F)F)cn2)c1,0.9,-0.5,-5,-25,21,-3.7,-0.2,0,5
CC(=O)Oc1ccc(Cl)cc1/C=C/c1cc(OC(C)=O)c2ccccc2n1,1.1,0.1,-8,-4,-22,-1.2,3.1,24*,23
COc1cccc(C=Nc2ccc(C)c(F)c2)c1O,0.5,0.4,-18,23,19,2.2,0.6,3,6
Cc1cc(N2CCCC2)nc2ccc(NC(=S)NCCCN3CCC(C)CC3)cc12,-1.1,0.2,-17,-74,-32,3.9,0.3,3,5
Cc1ccc(C(=O)C(NC(=O)c2ccco2)N2CCOCC2)cc1 (centres undefined),0.8,-0.3,-6,-21,1,0.9,0.1,-2,6
O=C(COc1ccc(Br)cc1)N/N=C1/SCC(=O)N1Cc1ccco1,-1.1,-0.9,-22,26,-16,0.8,-0.9,5,3
CC1(C)CC(=O)C(C(C2=C(O)CC(C)(C)CC2=O)c2ccc([N+](=O)[O-])cc2)C(=O)C1 (centres undefined),-0.8,-0.2,-4,-10,14,3.5,-0.7,-1,3
CCn1c(=O)cc(OCC(=O)Nc2ccccc2N2CCN(C)CC2)c2ccccc21,-0.1,-0.5,1,-5,-29,-0.8,0.3,-3,4
COc1cc(C(c2c(C)[nH][nH]c2=O)c2c(C)[nH][nH]c2=O)ccc1OC(=O)c1cccc([N+](=O)[O-])c1,0.0,0.0,-5,23,14,0.1,0.9,4,4
CC(C)N1C(=O)CCC1C(=O)N1CCN(c2ccccn2)CC1 (centres undefined),1.3,1.2,-3,-21,17,0.8,0.6,-2,4
Cc1ccc(S(=O)(=O)N2CCCC2C(=O)Nc2cc(C)on2)cc1 (centres undefined),0.6,-1.1,0,-3,-23,0.2,1.4,-1,2

# Given field by field: entries from further up
O=C(COc1ccc(Br)cc1)N/N=C1/SCC(=O)N1Cc1ccco1
  PERK inhibitor: -1.1 | TRPML3 agonist: -0.9 | S1P4 antag: -22 | m-calpain inh: 26 | EP2 modulator: -16 | S1P4 ag: 0.8 | zfTRPN1 agonist: -0.9 | Ba/F3 V617F tox: 5 | BaF3 tox: 3

CCn1c(=O)cc(OCC(=O)Nc2ccccc2N2CCN(C)CC2)c2ccccc21
  PERK inhibitor: -0.1 | TRPML3 agonist: -0.5 | S1P4 antag: 1 | m-calpain inh: -5 | EP2 modulator: -29 | S1P4 ag: -0.8 | zfTRPN1 agonist: 0.3 | Ba/F3 V617F tox: -3 | BaF3 tox: 4

Cc1ccc(S(=O)(=O)N2CCCC2C(=O)Nc2cc(C)on2)cc1 (centres undefined)
  PERK inhibitor: 0.6 | TRPML3 agonist: -1.1 | S1P4 antag: 0 | m-calpain inh: -3 | EP2 modulator: -23 | S1P4 ag: 0.2 | zfTRPN1 agonist: 1.4 | Ba/F3 V617F tox: -1 | BaF3 tox: 2

CC(C)N1C(=O)CCC1C(=O)N1CCN(c2ccccn2)CC1 (centres undefined)
  PERK inhibitor: 1.3 | TRPML3 agonist: 1.2 | S1P4 antag: -3 | m-calpain inh: -21 | EP2 modulator: 17 | S1P4 ag: 0.8 | zfTRPN1 agonist: 0.6 | Ba/F3 V617F tox: -2 | BaF3 tox: 4

# (more compounds)
SMILES,PERK inhibitor,TRPML3 agonist,S1P4 antag,m-calpain inh,EP2 modulator,S1P4 ag,zfTRPN1 agonist,Ba/F3 V617F tox,BaF3 tox
CN1CC(=O)N(CC(=O)Nc2ccc(Br)cc2F)C1=O,1.6,1.0,-9,6,19,1.3,1.6,2,5
COc1ccccc1CN(Cc1nc2ccccc2c(=O)[nH]1)S(=O)(=O)c1ccc2ccccc2c1,-1.1,-0.3,-98,4,34&33,1.9,-0.9,3,2
CN(C)c1nc(N)nc(Cn2ccnc2)n1,2.0,0.7,-1,-11,3,1.4,-1.5,-3,2
O=C(c1ccc(Cl)c(F)c1F)N1CCOCC1,1.5,0.1,-6,-30,-7,2.9,-1.8,-1,4
O=C(CCCN=C1NS(=O)(=O)c2ccccc21)OCC(=O)N1CCc2ccccc21,0.3,0.1,-3,3,11,1.1,0.7,0,1
Cc1c(NC(=O)CSc2nnc3c4ccccc4n(CCc4ccccc4)c3n2)c(=O)n(-c2ccccc2)n1C,-0.8,-1.7,13,-6,29,-1.6,-1.3,-1,6
N=c1c2c(n(Cc3ccc(Cl)cc3)c3c1CCC3)CCC2,-0.3,-0.1,-10,-30,6,-1.0,-0.4,95*,73*
O=C(c1cc(-c2ccco2)on1)N1CCc2ccccc2C1,1.6,-0.4,8,-142,7,1.2,0.9,0,1
Oc1ccccc1N1CCN(C(=S)NCc2ccccc2)CC1,0.9,0.8,-4,-22,-50,1.6,3.0,-5,5
CCCCCCC(=O)Oc1ccc(N2C(=O)CCC2=O)cc1,0.4,0.1,0,8,-28,0.8,1.3,3,5
Cc1ccc(S(=O)(=O)N2CCOC2CNC(=O)C(=O)NCCc2c[nH]c3ccccc23)cc1 (centres undefined),-1.0,1.9,9,-9,-55,1.9,4.5,3,8
COc1ccc(NC(=O)C2=Cc3ccccc3OC2)cc1,0.6,0.3,-17,5,-17,-0.5,0.1,2,6
CCN(CC)CCNC(=O)Cn1nc(-c2ccccc2)c2ccccc2c1=O,0.4,0.4,1,-2,-13,-1.7,1.2,-1,4
Cc1cccc(NC(=O)Cn2nnc(-c3cccs3)n2)c1C,-0.2,0.1,-9,9,8&-33,0.8,-0.3,0,5
COC(=O)c1cc(=O)n(Cc2cccs2)c(=Nc2ccc(F)cc2)s1,1.4,0.9,22,7,51,-0.2,0.7,-4,2
Cc1cc(OCC(=O)NC(C)C)cc(C)c1Br,0.5,-0.5,-4,8,-12,1.0,-1.2,-3,4
Fc1cccc(Nc2cc(-n3cccn3)ncn2)c1,0.3,-0.3,-18,13,-37,0.0,2.3,-2,2
CN1C(=S)SC(N(O)C(=O)NC2CCCCC2)C1(C)C (centres undefined),0.3,0.6,-1,-24,25,-0.2,0.5,-1,3
Cn1c(NCc2cccc(Br)c2)nc2ccccc21,0.4,-1.0,-7,-6,17,-3.7,-2.1,-3,3
O=c1c2c(nc3n1CCCCC3)sc1c(O)cccc12,1.2,0.5,-13,0,-23&-25,-0.3,-0.3,6,8
Nc1c2c(nc3ccc(Br)cc13)N(c1ccccc1)CC2,-0.7,0.8,-22,-104,7,3.6,-0.5,-2,4
COc1cccc2cc(-c3nnc(SCC(=O)Nc4cc(C(F)(F)F)ccc4Cl)n3N)oc12,1.0,0.7,-12,13,11,1.1,0.1,-3,-2
CCC(=O)Nc1nc2ccc3sc(C)nc3c2s1,0.1,1.1,9,27,-15,0.4,0.5,5,10
O=C(c1ccccc1)c1ccccc1C(=O)N1CCCC1,-0.3,0.5,-14,8,9,-2.1,-1.2,0,3
CCCOc1ccc(C(=O)NC(=S)Nc2nc3ccccc3s2)cc1,0.9,-0.1,-4,15,5,-0.6,-0.6,-4,0
COc1ccc(-c2nnc(SCC(=O)NCc3ccco3)n2C)cc1,0.3,1.0,-4,-12,10&11,-0.2,0.1,-5,-4
Cc1nc2c3cc(Cl)ccc3n(CCN3CCOCC3)c2s1,-0.9,-0.7,-1,0,-8,-0.1,2.5,5,6
COc1cc(C(=S)N2CCCCC2)ccc1O,1.0,1.1,-14,-58,3,0.8,0.9,0,3
Cc1ccc(OCC(=O)NC(C)c2ccccc2)c([N+](=O)[O-])n1 (centres undefined),0.7,0.4,0,23,32,-0.5,2.4,4,9
O=C1CC(c2ccccc2)CC(O)=C1C=NCC1CCCO1 (centres undefined),-0.1,0.5,-12,10,3,2.9,-0.3,-4,0
Cc1cc([N+](=O)[O-])nn1CC(=O)NNC(=S)Nc1ccc(Cl)cc1,1.0,0.6,-4,25,-3,1.1,0.1,4,4
NS(=O)(=O)c1ccc(CCNC(=O)CCCOc2ccccc2)cc1,-0.2,0.9,-32,-2,-19,0.4,0.5,0,4
COc1cc(/C=C(/NC(=O)c2ccccc2)C(=O)Nc2ccccc2)c([N+](=O)[O-])cc1OC,-1.9,0.3,-6,-35,25,-1.4,-0.4,2,3
O=C1C(c2c(O)[nH]c3ccccc23)=Nc2ccccc21,0.6,0.9,-10,16,.,2.7,1.5,-2,-6
C[C@@]1([C@@H](NC(=O)c2cccs2)c2ccc(-c3ccccc3)cc2)C[C@H]1C1CCCCC1,0.1,0.5,3,-10,21,0.0,1.4,1,6
Cc1ccc(SCc2noc(C(=O)NC(C)C)c2C(=O)O)cc1C,2.2,0.8,15,-52,-4,-2.8,0.1,-2,2
CCN(C(=O)CN1CCc2ccccc21)c1c(N)n(Cc2ccccc2)c(=O)[nH]c1=O,0.6,0.8,-6,-15,-7,2.0,-1.1,-1,10
OC(COCc1ccccc1)CN1CCN(Cc2ccc3c(c2)OCO3)CC1 (centres undefined),0.5,0.3,11,9,18,-0.9,1.1,3,10

# A few values from above.
# `Cc1ccc(SCc2noc(C(=O)NC(C)C)c2C(=O)O)cc1C` in zfTRPN1 agonist shows 0.1
# `CCN(C(=O)CN1CCc2ccccc21)c1c(N)n(Cc2ccccc2)c(=O)[nH]c1=O` in S1P4 ag shows 2.0
# `C[C@@]1([C@@H](NC(=O)c2cccs2)c2ccc(-c3ccccc3)cc2)C[C@H]1C1CCCCC1` in PERK inhibitor shows 0.1
# `O=C1C(c2c(O)[nH]c3ccccc23)=Nc2ccccc21` in zfTRPN1 agonist shows 1.5

# Screening data: PubChem BioAssay, several laboratories
